GLP-1R agonist: activates the human GLP-1 receptor. P43220. HEK293 GLP-1R CRE-luciferase, luminescence, 4-6 h; cells express a hypersensitive GLP-1R form. Potency, µM (series often up to 45.6 µM), inactives show top-dose activation, most hits filed as activators. hit rate 0.007% among 380,000. AID 624172; note: potency is the fitted concentration of half-maximal effect; % of control where 0% means no effect
Target sequence (P43220 whole entry, looked up): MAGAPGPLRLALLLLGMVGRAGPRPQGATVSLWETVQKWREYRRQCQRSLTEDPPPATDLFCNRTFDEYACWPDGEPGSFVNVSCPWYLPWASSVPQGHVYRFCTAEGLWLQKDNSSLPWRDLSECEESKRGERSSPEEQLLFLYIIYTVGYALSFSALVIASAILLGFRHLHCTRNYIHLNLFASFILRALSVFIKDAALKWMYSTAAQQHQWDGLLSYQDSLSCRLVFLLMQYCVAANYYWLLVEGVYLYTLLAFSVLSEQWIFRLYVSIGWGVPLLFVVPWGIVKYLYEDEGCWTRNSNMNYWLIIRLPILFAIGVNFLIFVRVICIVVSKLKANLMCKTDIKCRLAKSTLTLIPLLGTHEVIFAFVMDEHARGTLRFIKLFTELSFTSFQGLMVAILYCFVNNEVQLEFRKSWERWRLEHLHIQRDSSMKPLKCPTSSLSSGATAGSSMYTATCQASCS
HT1080 IDH1KD tx: toxicity to HT-1080 IDH1 knockdown cells (counter line); hit rate 2% among 360,000; AID 686971; HT-1080 IDH1 knockdown viability, ATP luminescence, 48 h; Potency, µM (highest dose often 46.1 µM), without a hit: top-dose activity, negative = toxicity, hits mostly cytotoxic;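 note: potency is the fitted concentration of half-maximal effect; 0% = DMSO wells and -100% = cell-free medium wells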
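After a 2 h attachment period, IDH1KD HT-1080 cells took pin-transferred compound for 48 h at 37 °C; ATP-based luminescence after 10 min room-temperature reagent incubation reported viability.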
KB-V1 cytotox: kills drug-selected multidrug resistant KB-V1 cells. AID 1347076. KB-V1 MDR cells viability, CellTiter-Glo, 72 h. Potency, µM (titrated, usually from 46.1 µM), for the others: top-dose activity change, negative = cytotoxicity, hits mostly cytotoxic. hit rate 3.4% among 400,000; note: potency is the fitted concentration of half-maximal effect; % is set by controls: 0 for no effect and ±100 for the full control effect; nearly all actives have a fitted effect of over 60% in size
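KB-V1 MDR subline cells in DMEM (phenol-red free, 10% FBS) exposed to compounds in qHTS concentration series for 72 h at 37 degrees C. Viability read by CellTiter-Glo luminescence; concentration-effect curves fitted after normalization and correction.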
KB-3-1 cytotox: kills parental KB-3-1 adenocarcinoma cells | Potency, µM (doses to about 46.1 µM), for inactives: top-dose activity change, negative = cytotoxic, actives largely listed as cytotoxic | AID 1347075 | KB-3-1 viability, CellTiter-Glo ATP luminescence, 72 h | hit rate 1.4% among 400,000; note: potency is the fitted concentration of half-maximal effect; % is set by controls: 0 for no effect and ±100 for the full control effect; nearly all actives have a fitted effect of over 60% in size
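Parental KB-3-1 adenocarcinoma cells in phenol-red-free DMEM with 10% FBS were pin-treated with compounds at several concentrations, incubated 72 h at 37 °C, and viability read by CellTiter-Glo luminescence; concentration-effect curves were fitted after normalization.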
HT1080NT lethal: kills 2HG-producing HT-1080-NT fibrosarcoma cells; AID 686970; hit rate 1.6% among 360,000; Potency, µM (doses to about 46.1 µM), inactives show at the highest dose activity, negative = less viability, usual class: cytotoxic; HT-1080-NT fibrosarcoma viability, CellTiter-Glo ATP luminescence, 48 h;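 note: NT is the 2HG producing partner of a matched IDH1 knockdown line; potency is the fitted concentration of half-maximal effect; 0% = DMSO-treated cells and -100% = media-only wells without cells; nearly all actives have a fitted effect of over 55% in size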
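Toxicity toward the 2HG-producing NT line was scored as %Activity, normalised to DMSO and no-cell wells, from CellTiter-Glo luminescence after 48 hours' treatment.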
IL1B secr inh: inhibitors of inflammasome signaling (IL-1 beta secretion); THP-1 LPS/ATP IL-1B secretion, AlphaLISA, 16 h; stronger effect = lower value; activity change, % at 57.5 µM; hit rate 4.7% among 360,000; AID 743279; in the data active = activity change below about -50%; inconclusive = mostly about -30% to -49%; note: % is set by controls: 0 for no effect and ±100 for the full control effect
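Secreted IL-1B measured by AlphaLISA bead assay after 16 h compound exposure of THP-1 cells; compounds (final up to 57.5 uM) added 1 h before LPS (250 ng/mL) and ATP (1.25 mM) stimulation; lower signal means less secretion.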
SW480 rerep: DNA re-replication induction in SW480 cells; SW480 DNA re-replication, Hoechst DNA content imaging, 48 h; Potency, µM (titrated, usually from 46.1 µM), for inactives: at the top dose re-replication activation, actives largely listed as activators; hit rate 1.8% among 340,000; AID 624297; note: potency is the fitted concentration of half-maximal effect; % of control where 0% means no effect; nearly all actives have a fitted effect of over 55% in size
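Hoechst fluorescence of nuclei (405 nm excitation, 500-530 nm emission) measured by plate-scanning imager after 48 hr compound exposure at 37 C; re-replication scored as increased number of nuclei with elevated intensity.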
D3 antag: blocks the human D3 dopamine receptor; P35462; D3R cells, DiscoveRx beta-arrestin luminescence, antagonist mode; stronger effect = lower value; max response, negative = inhibition, %; hit rate 2.5% among 360,000; AID 652054; in the data active = max response below about -50%; inconclusive = no clear call, values can overlap the other calls; note: % is set by controls: 0 for no effect and ±100 for the full control effect; mostly tested at two doses, the higher about 12 µM
Target sequence (P35462 whole entry, looked up): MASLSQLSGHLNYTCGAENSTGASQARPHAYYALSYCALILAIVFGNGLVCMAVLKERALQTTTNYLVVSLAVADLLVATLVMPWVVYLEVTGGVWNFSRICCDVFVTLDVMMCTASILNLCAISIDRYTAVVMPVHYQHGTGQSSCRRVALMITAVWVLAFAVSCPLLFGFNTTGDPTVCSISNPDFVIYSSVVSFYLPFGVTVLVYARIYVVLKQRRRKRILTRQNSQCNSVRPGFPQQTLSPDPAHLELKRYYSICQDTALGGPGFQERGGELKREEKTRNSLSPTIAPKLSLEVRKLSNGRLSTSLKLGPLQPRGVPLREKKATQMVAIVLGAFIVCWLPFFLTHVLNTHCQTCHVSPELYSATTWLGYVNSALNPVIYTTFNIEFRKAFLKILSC
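Cells expressing the human receptor were seeded at 1500 cells/well, incubated overnight at 37 degrees C in 5% CO2, then exposed to library compounds with dopamine controls for 90 minutes at 37 degrees C before luminescent detection.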
D3 ag: D3 dopamine receptor (human) agonism. max activation, %. hit rate 0.58% among 410,000. D3R DiscoveRx beta-arrestin cells, luminescence, 90 min; in the data active = max activation above about 30%; note: 0% is about no effect; mostly tested at two doses, the higher about 12 µM
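Cells at 1500/well, incubated overnight, then treated with pinned compounds (dopamine as control) for 90 min at 37 degrees C. DiscoveRx reagent added for 30 - 60 minutes at room temperature; luminescence read.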
Numbers without * were called inactive; ? = inconclusive; . = no result given; [ ] = another dose, or the depositor's remark. Unless noted, calls come from the whole dose curve; as a rule, active = well fitted curve in the direction sought with a large enough effect; inconclusive = small, poorly fitted or top-dose-only effect, or another doubt; inactive = no such curve, though single readings can be large; an effect the other way counts as inactive or inconclusive.

Structure	GLP-1R agonist	HT1080 IDH1KD tx	KB-V1 cytotox	KB-3-1 cytotox	HT1080NT lethal	IL1B secr inh	SW480 rerep	D3 antag	D3 ag
O=c1c2ccccc2oc2cc(C#Cc3ccccn3)ccc12	-3%	15%	0%	23%	23%	-5	-2%	2	23
Nc1nc(NC(=O)c2ccco2)nn1-c1ccccc1	-13%	2%	13%	-1%	5%	0	-4%	-21	-2
COc1ccc(-n2c(SCC(=O)Nc3cc(C)on3)nc3c(c2=O)SC(C)C3)cc1 (stereo not given)	4%	-7%	-18%	-22%	-1%	-25	.	-10	-6
CC(C)C(=O)N1CCC(n2nccc2NC(=O)CCc2ccccc2)CC1	6%	7%	?	4%	8%	3	?	13	6
COc1ccc(NC(=O)CNC(=O)Cc2ccccc2)cc1OC	8%	-11%	0%	8%	-1%	28	3%	-1	4
Cn1c(=NC(=O)C2CCCCC2)sc2cc([N+](=O)[O-])ccc21	2%	16%	-14%	9%	21%	7	-2%	2	-3
CSc1nc(C)cc(Oc2ccc(=O)[nH]n2)n1	16%	2%	20%	0%	8%	11	-17%	5	2
O=C(NCCc1csc(-c2ccccc2)n1)c1c(F)cccc1F	-4%	-4%	-14%	-10%	3%	-24	-14%	8	-7
Cc1ccc(CSc2nc3ccccc3c(=O)n2CCCC(=O)NCc2ccco2)cc1	11%	?	-17%	-5%	15%	17	-5%	-16	0
Cc1ccc(OCCCC(=O)Nc2nccs2)cc1	2%	-11%	-16%	-6%	3%	-20	5%	5	-10

Structure	GLP-1R agonist	HT1080 IDH1KD tx	KB-V1 cytotox	KB-3-1 cytotox	HT1080NT lethal	IL1B secr inh	SW480 rerep	D3 antag	D3 ag
COC(=O)CC1C(=O)NCCN1C(=O)CSc1nc2ccccc2c(=O)n1CC(C)C (stereo not given)	18%	4%	0%	?	-1%	3	-5%	2	1
CC1(NC(=O)Cn2cc(C(F)(F)F)ccc2=O)CCS(=O)(=O)C1 (stereo not given)	16%	-3%	-6%	6%	2%	17	-3%	-30	-9
O=C(O)c1cc(N/N=C2/CC(c3ccccc3)Oc3ccccc32)ccc1Cl (stereo not given)	7%	-8%	-3%	-6%	-12%	-7	-1%	-5	-12
Cn1c(-c2sc(=S)n(-c3ccccc3)c2N)nc2ccccc21	-16%	4%	30%	-6%	7%	42	-6%	?	7
COn1c(-c2ccc(Cl)cc2Cl)nc2ncccc21	8%	-7%	?	-7%	-1%	0	-4%	-8	-4
CCNC(=O)C1(C)CCN(C(=O)c2ccc(C#N)cc2)C1 (stereo not given)	1%	22%	4%	0%	30%	13	.	0	-11
CCCCN(C)CCCNC(=O)c1ccc2c(c1)N(CC)C(=O)c1ccccc1S2=O (stereo not given)	3%	2%	?	-1%	-4%	0	2%	-84*	-39
CC(C)(C)N(NC(=O)OCc1ccccc1)C(=O)c1ccccc1Cl	0%	0%	?	4%	5%	10	-2%	7	4
CC(=O)c1ccc(NC(=S)Nc2ccc(N3CCOCC3)cc2)cc1	0%	6%	8%	-14%	7%	-15	3%	8	5
Cc1cccc(CN(C)C[C@H]2OCc3cnnn3CCCC(=O)N([C@H](C)CO)C[C@@H]2C)c1	-2%	7%	-3%	12%	15%	16	.	-13	3

Structure	GLP-1R agonist	HT1080 IDH1KD tx	KB-V1 cytotox	KB-3-1 cytotox	HT1080NT lethal	IL1B secr inh	SW480 rerep	D3 antag	D3 ag
Cc1nc2nc(SCC(=O)c3ccccc3)[nH]c2cc1Br	4%	0%	0%	-1%	0%	1	-6%	1	-14
Cn1ncc(N=Cc2ccccc2O)c1C(=O)N1CCOCC1	-2%	-11%	2%	?	5%	8	2%	18	1
CC(NC(=O)c1ccc(OC2CCN(Cc3ccccn3)CC2)cc1)c1ccccc1 (stereo not given)	7%	-10%	?	?	-1%	-17	-15%	-19	-19
Cc1nn(-c2ccccc2Cl)c(Cl)c1/C=N/Nc1nc2ccccc2s1	-9%	?	0%	?	?	12	2%	-4	0
COc1ccc(CCN2CNc3c(c(=O)n(C)c(=O)n3C)C2)cc1	-1%	-1%	-4%	-4%	1%	-1	-5%	6	-3
Cc1ccc(C)c(-n2c(SCC(=O)NCC3CCCO3)nnc2-c2ccoc2C)c1 (stereo not given)	5%	2%	-1%	9%	7%	-2	-1%	4	11
CCOC(=O)Cn1c(S(=O)(=O)Cc2cccc(F)c2)nc(-c2ccccc2)c1-c1ccccc1	0%	7.1µM*	21µM*	-18%	-3%	-20	?	7	-2
COc1ccc(CC(=O)OCC(=O)c2ccc(OC)c(OC)c2)cc1	2%	11%	-10%	0%	17%	14	-4%	0	4
Cc1c2cnn(CC(=O)Nc3cccc(C(F)(F)F)c3)c(=O)c2c(C)n1Cc1ccccc1F	-10%	1%	?	-8%	7%	10	1%	10	8
Cc1ccc(Nc2nc(N)nc(CC#N)n2)cc1	13%	7.1µM*	7%	-2%	13µM*	-9	2%	-12	0

Structure	GLP-1R agonist	HT1080 IDH1KD tx	KB-V1 cytotox	KB-3-1 cytotox	HT1080NT lethal	IL1B secr inh	SW480 rerep	D3 antag	D3 ag
CCN(CC)C(=O)C1CCCN(C/C(C)=C/c2ccccc2)C1 (stereo not given)	5%	2%	-3%	3%	15%	-6	3%	-25	-43
COc1ccccc1N1C(=O)C(Cl)=C(Nc2ccccc2O)C1=O	6%	-9%	2%	20%	-7%	29	-2%	-1	2
CCC(=O)N1CCCC(C)(C(=O)Nc2ccc(C)c(C)c2)C1 (stereo not given)	4%	3%	0%	-15%	-3%	-12	.	0	-10
O=C(CN1CCN(c2ccc(F)cc2)CC1)Nc1ccccc1	1%	0%	-1%	-8%	2%	0	-21%	-20	-25
O=C(O)COc1ccc(=O)n(-c2ccccc2)n1	6%	13%	-16%	-6%	12%	5	-8%	139	1
CCOC(=O)c1sc(=S)n(CC)c1NC(=O)c1ccccc1	1%	11%	?	2%	2%	.	-33%[inhibitor]	-6	7
O=C(O)Cc1coc2cc3c(cc12)CCC3	-2%	-2%	-7%	-4%	6%	-11	1%	1	1
CCN(C(=O)CSc1nnc(-c2ccco2)n1Cc1ccccc1)C1CCS(=O)(=O)C1 (stereo not given)	5%	-11%	?	3%	-8%	3	6%	-21	-14
O=C(CCNC(=O)c1ccccc1)Nc1ccc(Cl)c(S(=O)(=O)N2CCCCC2)c1	1%	-9%	-9%	-5%	-2%	-9	7%	?	-11
O=C(N/N=C/c1ccccn1)c1cc(-c2ccc(Cl)s2)[nH]n1	12%	?	-3%	0%	?	-3	21%	10	2

11 compounds out of the list, ordered by SMILES length, ascending:
Structure	GLP-1R agonist	HT1080 IDH1KD tx	KB-V1 cytotox	KB-3-1 cytotox	HT1080NT lethal	IL1B secr inh	SW480 rerep	D3 antag	D3 ag
O=C(O)Cc1coc2cc3c(cc12)CCC3	-2%	-2%	-7%	-4%	6%	-11	1%	1	1
Cc1ccc(Nc2nc(N)nc(CC#N)n2)cc1	13%	7.1µM*	7%	-2%	13µM*	-9	2%	-12	0
O=C(CN1CCN(c2ccc(F)cc2)CC1)Nc1ccccc1	1%	0%	-1%	-8%	2%	0	-21%	-20	-25
CCOC(=O)c1sc(=S)n(CC)c1NC(=O)c1ccccc1	1%	11%	?	2%	2%	.	-33%[inhibitor]	-6	7
CCN(CC)C(=O)C1CCCN(C/C(C)=C/c2ccccc2)C1 (stereo not given)	5%	2%	-3%	3%	15%	-6	3%	-25	-43
CCC(=O)N1CCCC(C)(C(=O)Nc2ccc(C)c(C)c2)C1 (stereo not given)	4%	3%	0%	-15%	-3%	-12	.	0	-10
COc1ccc(CC(=O)OCC(=O)c2ccc(OC)c(OC)c2)cc1	2%	11%	-10%	0%	17%	14	-4%	0	4
O=C(N/N=C/c1ccccn1)c1cc(-c2ccc(Cl)s2)[nH]n1	12%	?	-3%	0%	?	-3	21%	10	2
CCN(C(=O)CSc1nnc(-c2ccco2)n1Cc1ccccc1)C1CCS(=O)(=O)C1 (stereo not given)	5%	-11%	?	3%	-8%	3	6%	-21	-14
Cc1c2cnn(CC(=O)Nc3cccc(C(F)(F)F)c3)c(=O)c2c(C)n1Cc1ccccc1F	-10%	1%	?	-8%	7%	10	1%	10	8
CCOC(=O)Cn1c(S(=O)(=O)Cc2cccc(F)c2)nc(-c2ccccc2)c1-c1ccccc1	0%	7.1µM*	21µM*	-18%	-3%	-20	?	7	-2

New compounds follow.
Structure	GLP-1R agonist	HT1080 IDH1KD tx	KB-V1 cytotox	KB-3-1 cytotox	HT1080NT lethal	IL1B secr inh	SW480 rerep	D3 antag	D3 ag
Cc1ccc(C(C(=O)NCc2ccco2)N(Cc2ccco2)C(=O)CNC(=O)c2ccco2)cc1 (stereo not given)	2%	3%	?	4%	-3%	-3	-11%	7	-1
O=C(CNC(=O)c1ccccc1F)NCCOc1cccc(Cl)c1Cl	8%	-4%	-22%	-8%	0%	0	1%	-6	-1
COc1cccc(C(=O)NCC2(c3ccccc3)CCCC2)c1	11%	-22%	?	4%	-20%	?	1%	14	-3
N#Cc1c(SCC(N)=O)nc2c(c1-c1ccc(O)cc1)CCCC2	20%	-20%	9%	0%	-6%	36	9%	4	-1
NC(=O)CN1N=C(c2cc(Cl)sc2Cl)CSC1=O	6%	-9%	0%	7%	-3%	43	-10%	?	-1
C=C1CC2C3CC[C@@]4(OCOC45COCO5)[C@@]3(C)C(O)CC2[C@@]2(C)CCC(=O)C=C12 (stereo not given in full)	-2%	?	?	-16%	-25%	-101*	?	11	-4
O=C(Nc1ccc(Cl)cn1)c1cccc2c(Br)cccc12	8%	?	15%	12µM*	?	58	?	-10	-4
Clc1cccc(OCCCn2ccnc2)c1	22%	3%	0%	0%	4%	1	-6%	46	2
O=C(N/N=C/c1ccc(O)c2ccccc12)c1cccnc1	6%	-3%	18%	-2%	2%	-8	-3%	-21	-6
CC(C)N(C(=O)c1ccc2nc(-c3ccccc3)c(-c3ccccc3)nc2c1)C(C)C	-2%	-23%	23µM*	?	-18%	?	-2%	?	-8

Assay outcomes (PubChem BioAssay)
